Polio RdRp inh: inhibitors of poliovirus RNA polymerase binding and polymerization. 0.66% of 150,000 active. poliovirus polymerase elongation, fluorescence polarization; stronger effect = lower value. % elongation, % (compound at 16.7 µg/mL). P03300; in the data active = % elongation below about 90%; note: some results filed as inactive read as strong as hits
Target sequence (P03300 1749-2209 limits assumed): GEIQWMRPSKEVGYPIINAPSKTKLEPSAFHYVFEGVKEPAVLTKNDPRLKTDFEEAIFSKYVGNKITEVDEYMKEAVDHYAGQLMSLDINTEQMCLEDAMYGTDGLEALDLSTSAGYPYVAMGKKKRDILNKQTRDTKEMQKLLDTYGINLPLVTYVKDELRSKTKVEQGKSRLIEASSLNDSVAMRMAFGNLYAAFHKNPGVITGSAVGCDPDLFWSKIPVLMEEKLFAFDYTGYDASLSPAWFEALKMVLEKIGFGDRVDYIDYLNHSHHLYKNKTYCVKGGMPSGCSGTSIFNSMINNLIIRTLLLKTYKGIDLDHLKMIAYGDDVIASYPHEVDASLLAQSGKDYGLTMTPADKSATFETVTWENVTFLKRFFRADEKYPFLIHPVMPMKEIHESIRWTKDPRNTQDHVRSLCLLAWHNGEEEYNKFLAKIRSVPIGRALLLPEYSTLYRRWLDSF
Polio RdRp inh FP z-score: second read-out of Polio RdRp inh, no call of its own (marks repeat the call); z-score; measured here: FP z-score; hits read low
Starred values were filed as active, the others as inactive; & = joins results of further samples. Not all compounds are listed; count on the stated rates, not on these rows.

SMILES	Polio RdRp inh	Polio RdRp inh FP z-score
O=C(NCC1CCN(C2CCCC2)C1)c1ccc(N2CCCS2(=O)=O)cc1 (stereo unspecified)	101	0
O=S(=O)(NC1CCCC1)c1ccc(-n2cccn2)cc1	99	-0.5
O=C1C2=C(C(=O)N1c1ccc(Br)cc1)C(c1ccccc1)=NCCN2	107	0.6
CC1C(c2ccc(F)cc2)=NOC1C(=O)O (stereo unspecified)	101	-0.2
CC(NC(=O)C1CCN(S(=O)(=O)c2ccc3c(c2)oc(=O)n3C)CC1)c1ccccc1 (stereo unspecified)	107	0
Cc1ccc(C(=O)N/C(=C\c2cn(S(=O)(=O)N(C)C)c3ccccc23)C(=O)NCCCn2ccnc2)cc1	114	1.3
Cc1cc(C)n(-c2ccc(CSc3nnc(-c4ccc(OC(F)F)cc4)o3)cc2)n1	103	-0.1
COc1ccc(OC)c(NC(=O)Cn2c(CCC(=O)O)ccc2-c2ccccc2)c1	130	5.1
CCc1ccc(C(=O)Nc2ccc(S(N)(=O)=O)cc2)cc1	99	-0.9
COc1cc(CN2c3ccccc3N3CCCCCC32)cc(OC)c1OC (stereo unspecified)	105	0.4
Cc1ccc(C)c(SCC(=O)NC(C)C(c2cccs2)N2CCCC2)c1 (stereo unspecified)	99	-0.9
CCOC(=O)C1CCCN(c2cc(C)nc3cc(-c4ccc(Cl)cc4)nn23)C1 (stereo unspecified)	102	0.3
COc1ccccc1NC(=O)c1sc2nc(N3CCOCC3)c3c(c2c1N)CC(C)(C)OC3	106	0.5
COc1ccccc1-c1nnc(CC(=O)O)o1	101	-0.3
CCn1cc(/C=C(\NC(=O)c2ccc(OC)c(OC)c2)C(=O)NCCCn2ccnc2)c2ccccc21	105	-0.4
COCCN(Cc1nc2ccccc2c(=O)[nH]1)C(=O)c1ccc(S(C)(=O)=O)cc1	101	-0.3
Cc1cc(OCC(=O)Nc2ccc(C(=O)OC3CCCCC3)cc2)ccc1Cl	101	-0.2
CCn1c(CN2CCC(C)CC2)nc2cc(NC(=O)c3ccccc3[N+](=O)[O-])ccc21	104	0.1
CCOc1ccc(C(=O)Nc2ccc(-c3nc4cc(C(C)C)ccc4o3)cc2)cc1Cl	108	0.6
O=C(Nc1ccccc1)c1cccc(N2CCCS2(=O)=O)c1	105	-0.1
O=C(CCS(=O)(=O)c1ccccc1)N(Cc1cccnc1)c1nc2c(F)cccc2s1	114	1.6
CCOC(=O)c1nc(Nc2ccc(C(=O)OC(C)C)cc2)c2ccccc2n1	109	1.2
COc1ccccc1C1CC(=O)Nc2cc3c(cc21)CCC3 (stereo unspecified)	99	-0.6
Cc1nnc(SCC(=O)NC(C)c2ccc(CC(C)C)cc2)n1N (stereo unspecified)	106	0.2
Cc1ccc(Cn2cc(S(=O)(=O)c3cccc(Cl)c3)c(=O)c3cc(F)c(N4CCCCC4)cc32)cc1	111	0.8
(listing goes on)
SMILES	Polio RdRp inh	Polio RdRp inh FP z-score
CCN(C(=O)Cc1c(C(=O)O)[nH]c2ccc(Cl)cc12)c1ccc(C)c(C)c1	103	0.4
Nc1[nH]n(-c2ccccc2)c(=O)c1C1=NCCCCC1	100	0
COc1cc(OC)cc(C(=O)NCCc2csc3nc(-c4ccccc4F)nn23)c1	104	-0.6
CN1CCc2nc3sc4c(=O)[nH]c(=O)[nH]c4c3cc2C1	102	0.1
COc1cc(OC)c(NC(=O)C(CC(C)C)N2Cc3ccccc3C2=O)cc1Cl (stereo unspecified)	104	-0.7
O=C(CSc1ccc(Br)cc1)NCCCc1ccccc1	100	-1.2
Cc1ccc(C)c(C(=O)CCC(=O)NCc2ccc3c(c2)OCO3)c1	100	-0.4
CCS(=O)c1ccccc1C(=O)OC(C)C(=O)Nc1ncc(Cl)cc1Cl (stereo unspecified)	104	0.1
Cc1nn(C)c2c1c(C(F)(F)F)cc(=O)n2C(C)C(=O)NCCc1ccc(Cl)cc1 (stereo unspecified)	103	-0.8
COc1ccc(NC(=O)C2C3C=CC4(O3)C2C(=O)N(CCCN2CCOCC2)C4C(=O)NC2CCCC(C)C2C)cc1 (stereo unspecified)	101	0.4
COC(=O)c1nc2n(n1)C(c1cccc(Cl)c1)C(C(=O)Nc1ccccc1OC)=C(C)N2 (stereo unspecified)	105	-0.1
Cc1ccccc1-n1c(SC2CCOC2=O)nnc1-c1ccncc1 (stereo unspecified)	109	0.3
COC(=O)c1ccccc1NC(=O)CSc1nc2nc(C)cc(C)n2n1	103	-0.4
Cc1oc(-c2ccccc2F)nc1CSCC(=O)NC1CC1	100	-0.5
COc1ccc(N2CCN(C(=O)Nc3ccc(Cl)cc3)CC2)cc1	104	-0.3
O=C(COC(=O)C1CCN(c2ccc(C(F)(F)F)cn2)CC1)NC1CCCCC1	99	-0.7
O=C1c2ccccc2-c2c1c1ccccc1c(=O)n2CC1CC1	110	0.7
O=C(O)c1c[nH]c2ccccc2c1=O	108&103	0.5&0.1
O=C(NCCCN1CCN(c2ccccc2F)CC1)c1cc2c(s1)-c1ccccc1OC2	103	-0.6
CCC(Sc1nnc(-c2ccc(OC)c(OC)c2)c(-c2ccc(OC)c(OC)c2)n1)C(=O)NC1CCCC1 (stereo unspecified)	109	0.6
CCN(c1ccccc1)c1nnc(NC(=O)Nc2cccc(C(F)(F)F)c2)s1	108	0.2
O=C(Nc1ccc(Br)cc1)c1ccc(F)c(S(=O)(=O)N2CCc3ccccc32)c1	101	-1.3
N#Cc1oc2ccccc2c1NC(=O)Cc1c(Cl)cccc1Cl	101	-0.2
O=C(Cc1ccccc1)Nc1nc2ccccc2s1	101	0
CCOC(=O)c1c(C)[nH]c(C)c1S(=O)(=O)NC1CCCCCCC1	106	0.7
(cont.)
SMILES	Polio RdRp inh	Polio RdRp inh FP z-score
Cc1ccc2cc3c(N)c(-c4nnc(-c5ccccc5)o4)sc3nc2c1	79	-6.4
CCn1c(=O)/c(=C\c2ccc(N(C)C)cc2)s/c1=C(/C#N)C(=O)Nc1ccc(C)cc1	44	-4.4
Cc1cc(Br)cc(Br)c1OC(=O)c1ccco1	104	2.2
CN1CCN(/N=C/c2ccc(OC(F)F)cc2OC(F)F)CC1	100	-0.1
C/C(=N\NC(=O)CCn1c2c(c3ccccc31)CCCC2)c1ccc(Br)s1	102	0
Cc1cc(C)c2c(c1)NC(=O)C21NNc2ccccc2O1 (stereo unspecified)	148	4.5
O=C(CSc1nc2ccccc2n1CCc1ccccc1)NC1CC1	102	0
CCC(NC(=O)Nc1cc(C)ccc1OC)c1c(-n2cccc2)sc2c1CCN(CC)C2 (stereo unspecified)	102	0.2
O=C(NCCc1ccccc1)C1CCC(=O)N1C1CCCCC1 (stereo unspecified)	101	-0.7
COc1ccc(-c2nc(SCC(=O)C(C#N)c3nc(C)cs3)n[nH]2)cc1 (stereo unspecified)	102	-0.1
CC(=O)N1CCN(S(=O)(=O)c2cccc(C(=O)OCc3cc(Cl)cc4c3OCOC4)c2)CC1	106	0.8
c1ccc2c(c1)OCC(CSc1nnc3ccccn13)O2 (stereo unspecified)	103	0.1
CCC(C(=O)Nc1ccc2c(c1)OCO2)n1nc(-c2ccc(C)cc2)c2c(c1=O)CCCC2 (stereo unspecified)	100	-1.1
Cn1nccc1NC=C(C#N)C#N	103	0.3
Cc1cccn2c(Nc3ccc4c(c3)OCCO4)c(-c3ccc(Br)o3)nc12	103	-1.4
COCCNC(=O)Cn1cc(/C=C(\C#N)C(N)=O)c2ccccc21	103	0.5
CC1CN(Cc2nc(N3CC(C)OC(C)C3)c3c4c(sc3n2)CCCC4)CC(C)O1 (stereo unspecified)	107	0.7
COc1ccc2c(CNCC(C)c3ccccc3)c(C(=O)O)n(Cc3ccc(F)cc3)c2c1 (stereo unspecified)	101	-0.4
CCc1noc(-c2ccc(NCc3ccccc3)c([N+](=O)[O-])c2)n1	102	-1.3
CCN(c1ccc(C)cc1C)S(=O)(=O)c1nnc(NC(=O)CC(C)C)s1	106	-0.6
O=c1oc2c(-c3cccc(Cl)c3)cc(O)cc2s1	102	0
CCc1ccccc1NC(=O)CSc1nc2c(oc3ccccc32)c(=O)n1-c1ccccc1F	105	0.3
CCC(C)NC(=O)Cn1c(=O)n(CC2CCC(C(=O)NC)CC2)c(=O)c2sccc21 (stereo unspecified)	104	-0.6
COc1ccccc1NC(=O)c1sc2nc(-c3cc4cc(Cl)ccc4oc3=O)[nH]c(=O)c2c1C	104	-0.4
O=C(NCc1ccccc1)c1ccc(CSCc2cccc(Cl)c2)o1	102	0
The list continues:
SMILES	Polio RdRp inh	Polio RdRp inh FP z-score
COc1cc(Cl)c(C)cc1NC(=O)c1sc2nc(C)cc(C)c2c1N	106	0.2
CCCN1CCc2nc(N3CCN(CC)CC3)ncc2C1	106	0.1
N#Cc1cccc(NC(=O)C2CCN(S(=O)(=O)c3ccc4c(c3)CCCN4C(=O)C3CCC3)CC2)c1	113	1.3
Cc1ccc2c(c1)c(=O)c(C(=O)O)cn2C	102	0.1
COc1ccc(NC(=O)/C(C#N)=C/c2ccc3c(c2)n(C)c(=O)n3C)cc1	105	0.5
Cc1ccc(C)c(NC(=O)N2CC=C(c3c[nH]c4ccccc34)CC2)c1	97	-1.9
COc1ccccc1Nc1nn2c(=O)c3ccc(C(=O)N4CCCC(C)C4)cc3nc2s1 (stereo unspecified)	107	0.5
CN(C)C(CNC(=O)c1ccc(S(=O)(=O)N2CCCc3ccccc32)cc1)c1ccco1 (stereo unspecified)	101	-0.1
CCC(c1ccc(O)cc1)C(CC)c1ccc(O)cc1 (stereo unspecified)	100&103	0&0.9
CCCn1cnc2ccccc21	102	0
COC(=O)c1c(COC(=O)c2ccc(NC(=O)c3ccco3)cc2)nc2ccccc2c1C	102	0.3
O=C(O)CN1C(=O)CC(Cc2ccccc2)C1=O (stereo unspecified)	101	-0.5
COc1cccc(C(=O)N2CCC(C(=O)N3CCOCC3)CC2)c1	106	0.3
NNC(=O)Cn1ccc(C(F)(F)F)n1	114	1.1
CCOC(=O)c1c(C)n(C(C)C)c2ccc(OC(=O)c3ccco3)cc12	103	0.2
Cc1ccc(N2C(=O)NC(NS(=O)(=O)c3ccccc3)(C(F)(F)F)C2=O)cc1C (stereo unspecified)	103	0
Cn1c(=O)n(C)c2cc(S(=O)(=O)NC3CCCCC3)ccc21	102	0.2
COc1cc(C(=O)NN2C(=O)CSC2=S)cc(OC)c1OC	101	0
COc1ccc(CCNC(=O)c2c[nH]n3c(=O)c(Cc4ccccc4Cl)c(C)nc23)cc1OC	111	0.5
Cc1ccc(-n2ncc(N(C)n3cccc3)c(Cl)c2=O)cc1	105	-0.1
COc1ccc(C)cc1NC(=O)Cc1c(C(=O)O)c(C)cn1C	108	0.4
Cn1nnc2cc(C(=O)NCc3ccco3)ccc21	100	-0.3
Fc1ccccc1N1CCN(Cc2cn[nH]c2-c2ccc(Cl)cc2)CC1	102	0.5
CCC(=O)/C=C\c1nnc2cc3c(cc2c1-c1ccc(CC)o1)OCCO3	99	-0.2
O=C(Nc1nc(-c2cccs2)cs1)c1ccc(S(=O)(=O)N2CCOCC2)cc1	100	-0.1
Continuation:
SMILES	Polio RdRp inh	Polio RdRp inh FP z-score
O=C(O)c1ccccc1C(=O)NCc1ccc(N2CCCC2=O)cc1	103	0.5
O=C(Oc1ccc(Cl)cc1Cl)c1cccnc1SCCS(=O)(=O)c1ccccc1	107	0.6
COc1cccc(NC(=O)c2ccc3c(SCC(=O)O)c4c(nc3c2)CCCC4)c1	101	-0.3
CN(C)S(=O)(=O)N1CCC(C(=O)O)(c2ccccc2)CC1	99	-1.1
CCN(CC)CC1OCc2ccccc2CO1	103	0.6
O=C(O)C1C2C=CC(C2)C1C(=O)NCC1CCCCC1 (stereo unspecified)	101	-0.7
COc1cccc(NC(=O)C2CCN(c3nc4ccccc4nc3C(F)(F)F)CC2)c1	113	1.2
N#Cc1cccc(NC(=O)C2CCN(S(=O)(=O)c3ccc4[nH]c(=O)ccc4c3)CC2)c1	109	0.4
Cc1c2cnn(CC(=O)NC3CC3)c(=O)c2c(C)n1Cc1ccccc1	101	-0.3
Cc1nc(-c2ccc(-c3cccs3)s2)sc1-c1ccnn1C(=O)C(C)(C)C	104	0.1
O=C(CCCn1nc(-c2ccccc2)c2cc(Cl)ccc21)Nc1ccc(F)cc1	103	0
CSc1nnc(-c2cc3ccccc3cc2O)n1C	102	0.2
CC(C)CN(c1ccccc1)S(=O)(=O)c1nnc(NC(=O)C2CCCCC2)s1	104	-1.1

A stretch from further up, for reference:
SMILES	Polio RdRp inh	Polio RdRp inh FP z-score
O=C(Nc1nc(-c2cccs2)cs1)c1ccc(S(=O)(=O)N2CCOCC2)cc1	100	-0.1
O=C(O)c1ccccc1C(=O)NCc1ccc(N2CCCC2=O)cc1	103	0.5
O=C(Oc1ccc(Cl)cc1Cl)c1cccnc1SCCS(=O)(=O)c1ccccc1	107	0.6
COc1cccc(NC(=O)c2ccc3c(SCC(=O)O)c4c(nc3c2)CCCC4)c1	101	-0.3
CN(C)S(=O)(=O)N1CCC(C(=O)O)(c2ccccc2)CC1	99	-1.1
CCN(CC)CC1OCc2ccccc2CO1	103	0.6
O=C(O)C1C2C=CC(C2)C1C(=O)NCC1CCCCC1 (stereo unspecified)	101	-0.7
COc1cccc(NC(=O)C2CCN(c3nc4ccccc4nc3C(F)(F)F)CC2)c1	113	1.2
N#Cc1cccc(NC(=O)C2CCN(S(=O)(=O)c3ccc4[nH]c(=O)ccc4c3)CC2)c1	109	0.4
Cc1c2cnn(CC(=O)NC3CC3)c(=O)c2c(C)n1Cc1ccccc1	101	-0.3
Cc1nc(-c2ccc(-c3cccs3)s2)sc1-c1ccnn1C(=O)C(C)(C)C	104	0.1
O=C(CCCn1nc(-c2ccccc2)c2cc(Cl)ccc21)Nc1ccc(F)cc1	103	0
CSc1nnc(-c2cc3ccccc3cc2O)n1C	102	0.2
CC(C)CN(c1ccccc1)S(=O)(=O)c1nnc(NC(=O)C2CCCCC2)s1	104	-1.1

High-throughput results deposited in PubChem BioAssay by ICCB-Longwood Screening Facility, Harvard Medical School.
